Source: PubChem
UHRF1 binding: human UHRF1 methylated DNA binding inhibitors; UHRF1 binding to methylated oligo, TR-FRET; inhibition, % at 4.4 µM; 370,000 tested, 0.75% active; in the data active = inhibition above about 21%;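 note: UHRF1 SRA domain binding a hemimethylated CpG hairpin DNA probe; 0% = median of test compound wells and 100% = reference inhibitor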
TDP2 inh: blocks human TDP2 phosphodiesterase activity; O95551; recombinant TDP2, T5PNP hydrolysis, p-nitrophenol absorbance 415 nm; inhibition, % at 12.8 µM; 370,000 tested, 0.34% active; AID 720702;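 active = inhibition above the mean of all tested compounds plus 3 SD, set per campaign, cut at about 25% in these data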;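 note: 0% = DMSO with enzyme and 100% = buffer with substrate but no TDP2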
Target sequence (O95551 whole entry, looked up): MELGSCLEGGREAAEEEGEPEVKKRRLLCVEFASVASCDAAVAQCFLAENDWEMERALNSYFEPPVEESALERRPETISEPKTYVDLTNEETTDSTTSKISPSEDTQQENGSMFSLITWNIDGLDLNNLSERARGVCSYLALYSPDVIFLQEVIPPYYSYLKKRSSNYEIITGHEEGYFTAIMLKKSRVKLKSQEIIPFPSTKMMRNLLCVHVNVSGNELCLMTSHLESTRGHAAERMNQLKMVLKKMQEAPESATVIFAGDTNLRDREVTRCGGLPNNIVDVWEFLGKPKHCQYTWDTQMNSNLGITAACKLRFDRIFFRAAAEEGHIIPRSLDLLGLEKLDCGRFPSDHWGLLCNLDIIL
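Test system: Human TDP2 enzyme | Reagent: 5 mM T5PNP | Compound dosing: 12.8 µM single point, 1% DMSO | Incubation: Enzyme reaction with compound for 2 h at 37 °C | Technique: p-Nitrophenol epi absorbance | Read-out: % inhibition relative to enzyme-containing and enzyme-free wells | Benchmarks: High control without enzyme, low control DMSO plus TDP2 | Replicates: Singlicate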
TCR-CD3 inh: blocks the human TCR-CD3 interaction. TAMRA-labeled TCR probe fluorescence, biochemical. inhibition, % at 9.4 µM. 360,000 tested, 0.37% active; in the data active = inhibition above about 19%;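 note: recombinant mutant TCR 2C K166C tagged with TAMRA read by polarization; 0% = receptor in buffer alone and 100% = receptor with positive control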
Tn7 DDE FP: inhibitors of Tn7 peptide binding to human fibrin DD(E); FP displacement of FITC-Tn7 peptide from fibrin DD(E); 0% = median of compound wells per plate; 370,000 tested, 0.13% active; inhibition, % at 8.3 µM; AID 720508;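 active = inhibition above the mean of compounds falling within the control limits plus 3 SD of them, cut at about 14% in these data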;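 note: 0% = plate median of compound wells and 100% = 10 µM Aha-Tn7 peptide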
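Assay system: Human clot-derived fibrin DD(E) complex | Buffer or medium: Tris/NaCl/CaCl2 buffer, pH 7.8 | Repeats: One replicate per compound | Benchmarks: Aha-Tn7 high control | Measure: % inhibition scaled between sample-field median and high-control FP | Schedule: 10 min plus 3 h, room temperature | Signal: Fluorescence polarization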
PRMT1 inh: PRMT1 (human) inhibition, primary screen; inhibition, % at 2.79 µM; 370,000 tested, 1.3% active; Q99873; AID 652257; recombinant PRMT1, activity-based probe fluorescence polarization;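 active = inhibition above about 21% made by adding two undisclosed values, limit read from the data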
HTRA1 inh: HTRA1 (human) protease inhibition; Q92743; recombinant HTRA1, FP-rhodamine activity-based probe, fluorescence polarization; inhibition, % at 5.96 µM; 340,000 tested, 0.5% active; AID 504803; in the data active = inhibition above about 36%;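 note: 0% = enzyme with DMSO and 100% = wells lacking enzyme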
PG9 Ab binder: PG9 antibody binding by small molecule | TR-FRET gp120-PG9 antibody binding | inhibition, % at 6.7 µM | 360,000 tested, 0.43% active | AID 624416; in the data active = inhibition above about 8.5%
SIAE inh: blocks human sialic acid acetylesterase; Q9HAT2; SIAE FP-Rh probe binding, fluorescence polarization; inhibition, % at 9.66 µM; 370,000 tested, 0.69% active;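 active = inhibition above a cutoff: mean of compounds within the control limits plus 3 SD of those, cut at about 17% in these data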;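 note: 0% = plate median of compound wells and 100% = probe without SIAE protein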
Target sequence (Q9HAT2 whole entry, looked up): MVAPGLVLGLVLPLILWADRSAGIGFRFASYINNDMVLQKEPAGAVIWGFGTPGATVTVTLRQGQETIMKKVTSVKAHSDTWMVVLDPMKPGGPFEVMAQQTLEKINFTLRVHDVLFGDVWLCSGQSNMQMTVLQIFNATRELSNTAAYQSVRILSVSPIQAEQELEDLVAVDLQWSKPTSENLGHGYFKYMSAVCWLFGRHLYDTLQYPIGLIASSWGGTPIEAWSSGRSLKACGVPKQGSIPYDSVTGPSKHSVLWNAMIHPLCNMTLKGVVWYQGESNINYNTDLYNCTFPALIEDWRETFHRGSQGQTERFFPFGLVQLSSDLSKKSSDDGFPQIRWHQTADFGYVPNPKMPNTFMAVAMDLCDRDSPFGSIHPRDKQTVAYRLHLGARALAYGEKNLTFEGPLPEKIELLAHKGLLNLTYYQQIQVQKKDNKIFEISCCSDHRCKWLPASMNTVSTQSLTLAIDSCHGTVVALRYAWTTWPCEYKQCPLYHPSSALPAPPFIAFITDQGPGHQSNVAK
LEDGF integ inh: blocks HIV-1 LEDGF/p75-dependent DNA integration | TR-FRET IN-LEDGF/p75 DNA integration, Eu/Cy5 | inhibition, % at 3.7 µM | 370,000 tested, 0.64% active | AID 743269;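 active = inhibition above the screen-wide mean plus 3 SD, cut at about 13% in these data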;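 note: signal is the Cy5 over europium emission ratio at 671 and 618 nm; 0% = plate median of compound wells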
ABHD4 inh: ABHD4 (mouse) inhibition, primary FP screen; Q8VD66; AID 720543; 370,000 tested, 0.54% active; inhibition, % at 8.92 µM; purified mABHD4, FP-Rh probe fluorescence polarization;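 active = inhibition exceeding the mean over every tested compound plus 3 SD, cut at about 30% in these data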;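 note: 0% = plate median of compound wells and 100% = S159A mutant with DMSO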
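Assay system: mouse ABHD4 enzyme, wild type / Also added: fluorescent activity-based probe FP-Rh / Doses: single nominal dose of 8.92 µM, 0.89% DMSO final / Timing: 45 min compound pre-incubation plus 60 min probe step, 25 °C / Signal: FP readout, ex 525 nm / em 598 nm / Control set: S159A mutant/DMSO as 100%, compound-well median as 0%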
* = called active by the depositor; . = no result given.

SMILES | UHRF1 binding | TDP2 inh | TCR-CD3 inh | Tn7 DDE FP | PRMT1 inh | HTRA1 inh | PG9 Ab binder | SIAE inh | LEDGF integ inh | ABHD4 inh
CC(=O)c1ccc(Nc2nc(-c3cccnc3)cs2)cc1 | 2 | 12 | 6 | 0 | 2 | -3 | -1.0 | 2 | -2 | 5
Oc1ccc(/C=N/NC(=S)Nc2cccnc2)c(O)c1O | 64* | 35* | 83* | -3 | 67* | 36 | -2.6 | 53* | 84* | 41*
Cc1cccc(NC(=O)C2c3ccccc3C(=O)N3CCc4ccccc4C23)n1 (centres undefined) | 0 | -8 | 3 | -2 | -2 | -4 | -0.9 | -5 | 2 | -1
CCCCc1nnc(NC(=O)C2CCN(c3ncnc4sc(C)c(C)c34)CC2)s1 | 1 | -3 | -6 | -8 | -3 | -16 | 3.9 | 2 | 1 | 2
CC1CCCN(c2nc3c(c(=O)n(C)c(=O)n3C)n2CCSc2nc3ccccc3s2)C1 (centres undefined) | -4 | 0 | 2 | 0 | 1 | -9 | 0.3 | 3 | -2 | 6
CCOC(=O)C1CCN(C(=O)c2ccc3c(=O)n4nc(Nc5cc(C)ccc5C)sc4nc3c2)CC1 | -2 | -3 | 8 | -1 | -1 | -39 | 0.4 | -16 | 4 | 2
CCCc1cc(NC(=O)COC(=O)c2nccnc2N)n(-c2ccccc2)n1 | -3 | 4 | 1 | 3 | 1 | 6 | 0.2 | -4 | 3 | 7
COc1ccc(/C=N/N2CCN(Cc3ccc(C)cc3)CC2)cc1Br | 1 | 1 | 2 | 1 | 1 | 1 | -1.0 | 3 | -4 | 0
Cc1ccc(C(=O)NC(=S)Nn2cnnc2)cc1 | -4 | 4 | 0 | 0 | -6 | 8 | -1.2 | 3 | -2 | 0
Oc1cccc2ccc(N3CCOCC3)nc12 | -4 | 18 | 2 | -2 | -3 | 5 | -1.9 | 9 | 2 | 0
CC(C)(C)CC(C)(C)NCC(O)COCCOc1ccc(Br)cc1 (centres undefined) | 4 | -11 | 3 | -2 | -1 | 1 | 0.9 | -6 | 4 | 6
CC1(C)CC(=O)C(C=NCCN2CCN(C(=S)NC3CCCCC3)CC2)=C(O)C1 | -6 | 8 | 0 | -7 | -2 | -1 | 0.6 | -1 | -1 | -3
COc1ccc(OC)c(/C=N\NC(=O)CSc2nnc(CCCc3ccc(OC)c(C)c3)o2)c1 | 2 | -12 | -2 | -5 | 0 | -22 | -2.8 | -2 | -2 | 1
Cc1ccccc1Nc1nc(N)nc(CSc2nc3ccccc3s2)n1 | 1 | 4 | 0 | 2 | -2 | -34 | -0.3 | -8 | -2 | -11
Cc1cc(OC(=O)C(C)(C)C)c([N+](=O)[O-])c(=O)[nH]1 | 5 | -5 | 5 | 1 | 3 | -5 | -3.3 | -4 | 3 | 5
Cc1ccc([C@@H]2CC=C(C(=O)O)[C@H](c3ccc(Br)cc3)N2S(=O)(=O)c2ccccc2C)cc1 | -1 | -1 | 11 | -5 | 1 | -55 | -0.4 | -8 | 7 | 3
O=C(Nc1ccc(N2CCN(C(=O)c3ccccc3)CC2)cc1)c1cc2ccccc2o1 | 2 | -5 | -4 | -7 | 0 | 3 | -1.3 | -1 | -2 | 1
CCCc1nc2ccc(C)cn2c1Cc1ccccc1OC | 22* | 1 | -2 | 5 | 3 | . | 1.1 | 0 | -1 | -1
O=C(Nc1nnc(-c2ccc(Br)cc2)o1)c1cccc(N2C(=O)CCC2=O)c1 | -2 | -16 | 0 | -9 | -8 | 0 | -1.8 | 1 | -2 | 1
C/C(=N\O)C(C)/[N+]([O-])=C/c1nc(C)c(C)n1O (centres undefined) | 2 | -1 | -6 | 6 | 3 | -5 | 1.1 | 0 | 0 | 0
Cc1nnc(SCC(=O)Nc2ccc(Cl)cn2)s1 | 0 | -7 | 4 | 8 | 0 | 6 | -0.5 | 9 | 0 | -8
CCCC(C)n1[nH]c(=O)c2c(C)cc(C)nc21 (centres undefined) | 3 | -21 | 9 | -7 | -4 | 8 | -0.4 | -7 | -2 | -5
CCC(C)CN1C(=O)CSCC1(C)C(=O)NC(C)C (centres undefined) | -3 | 0 | 2 | -5 | -3 | . | 1.1 | 3 | 4 | 0
Cc1ccccc1CNC(=O)C1C2C=CC3(CN(Cc4ccccc4)C(=O)C13)O2 (centres undefined) | 0 | 3 | . | -3 | 4 | . | . | 4 | 3 | -2

Fetched one by one from the entries so far, 3 records:
SMILES | UHRF1 binding | TDP2 inh | TCR-CD3 inh | Tn7 DDE FP | PRMT1 inh | HTRA1 inh | PG9 Ab binder | SIAE inh | LEDGF integ inh | ABHD4 inh
CCCc1nc2ccc(C)cn2c1Cc1ccccc1OC | 22* | 1 | -2 | 5 | 3 | . | 1.1 | 0 | -1 | -1
Cc1ccc([C@@H]2CC=C(C(=O)O)[C@H](c3ccc(Br)cc3)N2S(=O)(=O)c2ccccc2C)cc1 | -1 | -1 | 11 | -5 | 1 | -55 | -0.4 | -8 | 7 | 3
Cc1nnc(SCC(=O)Nc2ccc(Cl)cn2)s1 | 0 | -7 | 4 | 8 | 0 | 6 | -0.5 | 9 | 0 | -8

The results go on:
SMILES | UHRF1 binding | TDP2 inh | TCR-CD3 inh | Tn7 DDE FP | PRMT1 inh | HTRA1 inh | PG9 Ab binder | SIAE inh | LEDGF integ inh | ABHD4 inh
Cc1ccc2c(c1)[nH]c1c(=O)n(CCCN3CCOCC3)cnc12 | -1 | 7 | 3 | 4 | 0 | -1 | -2.0 | -6 | -2 | 4
CCN(CC)C(=O)Cn1cc(/C=C(\C#N)C(=O)N2CCN(c3ccccc3)CC2)c2ccccc21 | 1 | -10 | 0 | 3 | 3 | -11 | 1.1 | 5 | -3 | 0
O=C(Nc1ccccc1)Nc1cc(Cl)cc(Cl)c1 | 0 | 2 | 11 | 2 | 0 | -81 | -0.4 | -53 | -3 | -117
Cc1ccc(Cl)cc1N(C(=O)c1csnn1)C(C(=O)NC1CCCC1)c1ccco1 (centres undefined) | -1 | 3 | 9 | 3 | -2 | -6 | -5.7 | -1 | 1 | -2
Cc1ccc(OCC(O)CNCc2ccccc2)cc1C (centres undefined) | -1 | -17 | -2 | -5 | -1 | 2 | -1.3 | 6 | 2 | 1
O=C(COC(=O)CCC(=O)c1cccs1)Nc1ccccc1[N+](=O)[O-] | 0 | -4 | 1 | -8 | -3 | -13 | 0.8 | -5 | 3 | -5
O=C(c1cccc(S(=O)(=O)N2CCc3ccccc3C2)c1)N1CCN(c2ccccc2)CC1 | 6 | 3 | 0 | 3 | 0 | -13 | -0.1 | -6 | -3 | -7
COc1ccc(C2=NCC(CSc3nnc(-c4ccc5c(c4)OCO5)o3)S2)cc1 (centres undefined) | 0 | -7 | 1 | -1 | 0 | -13 | -0.5 | -1 | 0 | -2
CC(C)C[C@H](NC(=O)c1nc[nH]c1C(=O)N[C@@H](CC(C)C)C(=O)OC(C)(C)C)C(=O)OCc1ccccc1 | 2 | -10 | 1 | 7 | 2 | . | 0.3 | -17 | 0 | -13
CN(C(=O)c1ccccc1C(=O)OCC(=O)NCc1cccs1)C1CCCCC1 | 3 | -8 | 0 | -1 | -2 | -1 | 0.0 | 0 | 3 | 0
CCCCN(C(=O)CN1CCOCC1)c1c(N)n(CC(C)C)c(=O)[nH]c1=O | -1 | -4 | 1 | -1 | -2 | 0 | 1.1 | -3 | -1 | -2
O=C(Nc1ccccc1C(=O)Nc1ccccn1)c1cc(F)c(F)cc1Cl | 1 | -4 | 16 | -6 | -1 | 2 | 0.0 | -2 | 0 | -4
Cc1cccc(NC(=S)NN(Cc2ccccc2)c2ccccc2)c1C | 2 | -1 | -1 | 1 | 1 | -8 | 0.9 | 7 | 0 | -5
Cc1ccccc1OC/C(O)=C(\C#N)c1nc2ccccc2[nH]1 | -2 | 5 | 4 | 1 | -1 | -4 | -0.1 | -1 | -3 | 0
O=C1c2cccc3c([N+](=O)[O-])ccc(c23)C(=O)N1O | -6 | -21 | -4 | -5 | -1 | 9 | -6.7 | 2 | 9 | 0
CC(=O)Nc1sc(-c2ccccc2)nc1-c1ccccc1 | -2 | 7 | -3 | 3 | -1 | -9 | -0.5 | -2 | -4 | -1
O=c1n(Cc2ccccc2Cl)nc2n1-c1ccccc1SC2 | 0 | -18 | 8 | 4 | -3 | -8 | -2.3 | 9 | 2 | -4
OC(COc1ccc2ccccc2c1)CN1CCN(c2ccc(F)cc2)CC1 (centres undefined) | 6 | -4 | -4 | 2 | 11 | -5 | -1.3 | -6 | 0 | -9
COc1cc(/C=N/Nc2ccc(C(=O)O)cc2)ccc1O | 15 | 5 | -2 | 0 | 10 | 8 | -26 | 3 | -3 | 10
O=C(Nc1ncc([N+](=O)[O-])s1)C1CCN(S(=O)(=O)c2cnc[nH]2)CC1 | 1 | -19 | 5 | -6 | -3 | -4 | -2.7 | -6 | 2 | -8
O=C1c2ccccc2C(=O)N1CCC(O)C[N+](=O)[O-] (centres undefined) | 0 | -4 | 3 | 1 | 5 | -4 | 0.2 | -1 | 0 | 1
O=c1[nH]c(=S)[nH]c2nc(-c3ccccc3)cnc12 | 6 | -11 | 0 | -2 | 13 | 2 | -1.3 | 3 | 0 | 9
Cc1ccc(C(=O)NC(=O)CSc2nncn2C)cc1 | 3 | -7 | 4 | 1 | 2 | -1 | 0.4 | -1 | -4 | 0

2 compounds from above, limited to PG9 Ab binder, PRMT1 inh and HTRA1 inh:
Molecule	PG9 Ab binder	PRMT1 inh	HTRA1 inh
OC(COc1ccc2ccccc2c1)CN1CCN(c2ccc(F)cc2)CC1 (centres undefined)	-1.3	11	-5
O=c1n(Cc2ccccc2Cl)nc2n1-c1ccccc1SC2	-2.3	-3	-8

Complete entries, quoted from the list. Order of screens: UHRF1 binding, TDP2 inh, TCR-CD3 inh, Tn7 DDE FP, PRMT1 inh, HTRA1 inh, PG9 Ab binder, SIAE inh, LEDGF integ inh, ABHD4 inh
`OC(COc1ccc2ccccc2c1)CN1CCN(c2ccc(F)cc2)CC1` (centres undefined) in the list: 6, -4, -4, 2, 11, -5, -1.3, -6, 0, -9
`Cc1cccc(NC(=S)NN(Cc2ccccc2)c2ccccc2)c1C` in the list: 2, -1, -1, 1, 1, -8, 0.9, 7, 0, -5
